Screens from PubChem.
LYP phosphatase: LYP phosphatase inhibitors, primary screen, biochemical, DiFMUP fluorescence, recombinant catalytic domain, 10 µM (AID 606); inhibition, % at 10 µM; hits with a dose series show IC50 in µM; recombinant LYP catalytic domain, DiFMUP fluorescence; higher % means a stronger effect; 52,000 tested, under 10 active; Tyrosine-protein phosphatase non-receptor type 22 (Homo sapiens);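 active means IC50 under 40 µM in the dose-response test; inactive means IC50 of 40 µM or more, or never dose-tested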
HT1080 viability: cytotoxicity in HT1080 fibrosarcoma cells, cell-based, fluorescence readout (AID 620) | 87,000 tested, 0.42% active | cytotoxicity, % at 10 µM; hits with a dose series show EC50 in µM | HT1080 viability, fluorescence; higher % means a stronger effect;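 further: cells exposed to compound overnight then 4 h with Alamar Blue; 0% = vehicle DMSO and 100% = killing control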
Spn PMK inh: S. pneumoniae PMK inhibitors, primary screen, biochemical, mevalonate pathway, pilot trial included. 65,000 tested, 0.49% active. AID 539, 2006. purified PMK, PK/LDH-coupled NADH absorbance 340 nm. inhibition, % at 10 µM. phosphomevalonate kinase (Streptococcus pneumoniae D39);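 active means top-ranked compounds by inhibition in the single 10 µM screen, taking a fixed number of the strongest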;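 further: 0% = full reaction with DMSO carrier and 100% = background rate without enzyme reaction; no value below 0 was filed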
Bfl-1 inhibitors: Bfl-1 inhibitors, primary screen, biochemical, fluorescence polarization, FITC-Bid, mouse (AID 432); Bcl-2-related protein A1 (Mus musculus); FITC-Bid BH3 peptide fluorescence polarization displacement; higher % means a stronger effect; displacement, % at 20 µM; hits with a dose series show IC50 in µM; 64,000 tested, 0.02% active; in the data active means a potency from the dose series; inactive means the rest, 99 in 100 with displacement below about 15%; further: strong numbers were not always called active
HPDE-C7K KRASV12: cytotoxicity in KRAS-transformed pancreatic duct cells, primary screen, cell-based, fluorescence, HTS (AID 431); HPDE-C7K KRASV12 cells, Alamar Blue viability, 48 h; higher % means a stronger effect; one-dose cytotoxicity, % at 10 µM; EC50 in µM for titrated hits; 63,000 tested, 1.7% active;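 active means compounds whose percent cytotoxicity in the single-dose primary screen, scaled between solvent and toxic-drug controls, exceeds 50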;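 further: 0% = DMSO solvent wells and 100% = doxorubicin-treated wells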
HPDE-C7 viability: cytotoxicity in HPDE-C7 cells, cell-based, fluorescence, HTS (AID 430) | HPDE-C7 pancreatic duct cells viability, fluorescence; higher % means a stronger effect | cytotoxicity, % at 10 µM; hits with a dose series show EC50 in µM | 63,000 tested, 1.8% active;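 further: cells exposed to compound for 48 hours before viability readout; 0% = vehicle and 100% = reference cytotoxic drug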
Alkaline phosphatase: human TNAP enzyme inhibitors, biochemical, luminescent (AID 518); Alkaline phosphatase, tissue-nonspecific isozyme (Homo sapiens); purified TNAP enzyme, luminescent substrate readout; higher % means a stronger effect; one-dose inhibition, % at 20 µM; IC50 in µM for titrated hits; 64,000 tested, 0.09% active; in the data active means a potency from the dose series; inactive means the rest, 99 in 100 with inhibition below about 22%;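 further: plate controls were vehicle for no effect and reference inhibitor for full effect; many of its hits are not listed in these tables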
Spn DPM-DC inh: S. pneumoniae DPM-DC inhibitors, primary screen, biochemical, PK/LDH-coupled NADH fluorescence. purified DPM-DC. calls only at 10 µM. diphosphomevalonate decarboxylase (Streptococcus pneumoniae D39). 65,000 tested, 0.49% active;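 active means the 320 compounds with the highest percent inhibition in the single-dose primary screen, excluding strongly autofluorescent ones, cut at about 32% in these data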;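 further: kinetic rate of NADH fluorescence loss reporting ADP formed by the decarboxylase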
Spn MK inh: S. pneumoniae MK inhibitors, primary screen, biochemical, PK/LDH-coupled NADH absorbance. mevalonate kinase [Streptococcus pneumoniae D39]. purified MK, PK/LDH-coupled NADH absorbance 340 nm. inhibition, % at 10 µM. 65,000 tested, 0.48% active. AID 555, 2006;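 active means ranked among the strongest by inhibition in the single 10 µM screen, a fixed top-ranked set picked for dose follow-up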; further: no value below 0 was filed
Spn PMK inh pilot replicates: recorded beside Spn PMK inh, whose call it bears; inhibition, %; measured here: pilot screen replicates
Spn MK inh pilot replicates: also measured in Spn MK inh; calls as there; inhibition, %; measured here: pilot screen replicates
Spn DPM-DC inh pilot screen %: recorded beside Spn DPM-DC inh, whose call it bears; inhibition, %; measured here: pilot screen trials
Starred values were filed as active, the others as inactive; i = inactive; . = not tested or not shown; + = active, no number. Unless noted, no stated cut-off is given here; in the data, active means cytotoxicity above about 50%; inactive means the rest.

SMILES	LYP phosphatase	HT1080 viability	Spn PMK inh	Bfl-1 inhibitors	HPDE-C7K KRASV12	HPDE-C7 viability	Alkaline phosphatase	Spn DPM-DC inh	Spn MK inh	others
CC(=O)c1cn(CC(=O)Nc2ccccc2)c2ccccc12	.	12%	11	-6%	-6%	-7%	0%	i	12
N#CCSc1nc(Nc2ccc3c(c2)OCO3)c2ccccc2n1	9%	-3%	3	-8%	8%	3%	-2%	i	6
Cc1cc(OCC(=O)Nc2ccc3oc(-c4ccncc4)nc3c2)ccc1Cl	7%	11%	7	4%	-4%	-8%	13%	i	5	Spn PMK inh pilot replicates=0.0;Spn MK inh pilot replicates=1.0;Spn DPM-DC inh pilot screen %=14
O=C(O)c1cccnc1Oc1ccccc1	16%	-3%	0	-4%	-1%	-7%	8%	i	0
COc1ccc(NC(=O)COC(=O)c2cnccn2)cc1Cl	1%	6%	6	-4%	-24%	-18%	2%	i	4
CCCOn1nnnc1-c1ccccc1	14%	5%	0	0%	4%	2%	14%	i	2
Cc1cccc(Nc2nc3c(c(=O)n(C)c(=O)n3C)n2Cc2ccccc2)c1	3%	-6%	16	-7%	10%	-3%	24%	i	1	Spn PMK inh pilot replicates=1.0;Spn MK inh pilot replicates=1.5;Spn DPM-DC inh pilot screen %=0.5
CCOC(=O)C1=C(N)N(c2ccccc2Oc2ccccc2)C(=O)C1	.	1%	18	-3%	5%	4%	8%	i	1
COc1ccc(CCNC(=O)c2nnn(-c3ccc4c(c3)OCCO4)c2N)cc1OC	2%	5%	5	-5%	7%	-1%	4%	i	3
CCOC(=O)c1c(C#N)c(SCC(=O)Nc2ccc(OC)cc2)nc2c1CN(CC)CC2	-6%	-7%	5	-6%	-13%	-18%	10%	i	5
CCN1CCN(c2cc(C)c3cc(NC(=O)c4cncc(Br)c4)ccc3n2)CC1	.	16%	13	-17%	9%	5%	3%	i	12
CCN1CCN(Cc2cc(=O)oc3cc4c(cc23)CCC4)CC1	.	0%	10	-4%	-3%	-12%	3%	i	16
O=C1CCCC2=C1C(c1ccccc1)C1=C(CCCC1=O)O2	.	11%	2	-2%	-1%	0%	6%	i	7
CCSc1nnc(NC(=O)CCNS(=O)(=O)c2cc(Br)cnc2N)s1	-5%	36%	11	-5%	1%	4%	-12%	i	8	Spn PMK inh pilot replicates=0.5;Spn MK inh pilot replicates=0.0;Spn DPM-DC inh pilot screen %=1.0
Cc1ccc2c(c1)-c1c(cnn1CC(=O)NC(C)CCc1ccco1)CO2 (stereo not drawn)	5%	.	4	5%	10%	-2%	7%	i	4	Spn PMK inh pilot replicates=8.0;Spn MK inh pilot replicates=2.0;Spn DPM-DC inh pilot screen %=14
CCOC(=O)C1=C(c2ccccc2)NC(SCC(=O)Nc2cccc(C)c2)=C(C#N)C1c1ccco1 (stereo not drawn)	8%	9%	5	-2%	5%	-10%	6%	i	0
CCS(=O)(=O)N1CCN(C(=O)c2ccc(-c3ccccc3)cc2)CC1	20%	-35%	1	.	.	.	.	i	8
COc1ccc(CC(=O)Nc2cc(C)c3c(=O)oc4ccccc4c3n2)cc1	15%	-7%	13	0%	0%	4%	14%	i	0
CC(Cc1c[nH]c2ccccc12)NC(=O)C1CCCNC1=O (stereo not drawn)	-18%	11%	13	-5%	3%	0%	8%	i	5
O=c1c2c3c(sc2ncn1/N=C/c1ccc(Br)o1)CCCC3	13%	-3%	1	-4%	11%	-2%	4%	i	1
COc1ccccc1N(C)S(=O)(=O)c1ccc(C(=O)NC2=NCCS2)cc1	12%	-2%	15	2%	4%	11%	7%	i	2	Spn PMK inh pilot replicates=1.0;Spn MK inh pilot replicates=2.5;Spn DPM-DC inh pilot screen %=0.0
Cn1c(=O)n(C/C=C/c2ccccc2)c(=O)c2c1nc1n2CCCN1Cc1ccccc1	.	7%	11	0%	42%	28%	12%	i	3
CCOc1ccccc1Nc1nnc(Cc2ccccc2Cl)c(=O)[nH]1	.	1%	16	8%	0%	-6%	17%	i	12
CCCS(=O)(=O)NCCc1cc2cc(C)c(C)cc2[nH]c1=O	.	-1%	17	-5%	-38%	-31%	12%	i	6	Spn PMK inh pilot replicates=2.5;Spn MK inh pilot replicates=0.0;Spn DPM-DC inh pilot screen %=8.0

The closing four records of the part above lead into the next:
SMILES	LYP phosphatase	HT1080 viability	Spn PMK inh	Bfl-1 inhibitors	HPDE-C7K KRASV12	HPDE-C7 viability	Alkaline phosphatase	Spn DPM-DC inh	Spn MK inh	others
COc1ccccc1N(C)S(=O)(=O)c1ccc(C(=O)NC2=NCCS2)cc1	12%	-2%	15	2%	4%	11%	7%	i	2	Spn PMK inh pilot replicates=1.0;Spn MK inh pilot replicates=2.5;Spn DPM-DC inh pilot screen %=0.0
Cn1c(=O)n(C/C=C/c2ccccc2)c(=O)c2c1nc1n2CCCN1Cc1ccccc1	.	7%	11	0%	42%	28%	12%	i	3
CCOc1ccccc1Nc1nnc(Cc2ccccc2Cl)c(=O)[nH]1	.	1%	16	8%	0%	-6%	17%	i	12
CCCS(=O)(=O)NCCc1cc2cc(C)c(C)cc2[nH]c1=O	.	-1%	17	-5%	-38%	-31%	12%	i	6	Spn PMK inh pilot replicates=2.5;Spn MK inh pilot replicates=0.0;Spn DPM-DC inh pilot screen %=8.0
CC1CCc2nc(NC(=O)CSc3nc4ccccc4o3)sc2C1 (stereo not drawn)	7%	-5%	13	0%	-6%	-4%	14%	i	8
CN1C(=O)C2ON(c3ccccc3)C(c3cccs3)C2C1=O (stereo not drawn)	.	3%	9	.	.	.	.	i	6
C/C(=C\C(=O)c1ccc(C)o1)Nc1ccc(C(=O)O)cc1C	-1%	-9%	2	2%	-6%	-8%	7%	i	0
CCOC(=O)c1sc(NC(=O)c2cccc(S(=O)(=O)N3CCN(C)CC3)c2)cc1C	0%	0%	19	-1%	42%	51%*	4%	i	0
COC(=O)C1CCN(S(=O)(=O)Cc2ccccc2)CC1	-3%	0%	11	-8%	-10%	-1%	14%	i	7
Cc1ccccc1NC(=O)Cc1nnc(SCC(=O)N2CCN(c3ccccc3)CC2)n1C	.	3%	4	-3%	14%	-13%	9%	i	7	Spn PMK inh pilot replicates=6.5;Spn MK inh pilot replicates=0.0;Spn DPM-DC inh pilot screen %=1.5
O=C(CN(C(=O)CCC(=O)Nc1nccs1)c1ccccc1F)NCC1CCCO1 (stereo not drawn)	-2%	-2%	6	-1%	-8%	-11%	16%	i	3	Spn PMK inh pilot replicates=0.0;Spn MK inh pilot replicates=0.0;Spn DPM-DC inh pilot screen %=1.5
CC1CCN(c2ccc(C(=O)NCc3cccs3)cn2)CC1	.	-29%	12	12%	0%	-4%	1%	i	2
Cc1ccc(-n2c(=O)[nH]cc(C(=O)Nc3ccc4c(c3)OCCO4)c2=O)cc1C	5%	-3%	12	.	.	.	.	i	11
CC(C)N(Cc1ccccc1)C(=O)COC(=O)c1ccc2c(c1)OCCO2	-14%	4%	0	-6%	2%	-6%	12%	i	0
CC1CN(c2oc(COc3ccc(Cl)cc3Cl)nc2C#N)CC(C)O1 (stereo not drawn)	1%	-11%	0	-10%	.	.	12%	i	4
CCOc1ccc(-c2nc(-c3ccccc3)no2)cc1OCC	12%	2%	5	-6%	12%	3%	6%	i	4

Already shown: entries from further up.
SMILES	LYP phosphatase	HT1080 viability	Spn PMK inh	Bfl-1 inhibitors	HPDE-C7K KRASV12	HPDE-C7 viability	Alkaline phosphatase	Spn DPM-DC inh	Spn MK inh	others
CC1CCc2nc(NC(=O)CSc3nc4ccccc4o3)sc2C1 (stereo not drawn)	7%	-5%	13	0%	-6%	-4%	14%	i	8
CN1C(=O)C2ON(c3ccccc3)C(c3cccs3)C2C1=O (stereo not drawn)	.	3%	9	.	.	.	.	i	6

(list continues)
SMILES	LYP phosphatase	HT1080 viability	Spn PMK inh	Bfl-1 inhibitors	HPDE-C7K KRASV12	HPDE-C7 viability	Alkaline phosphatase	Spn DPM-DC inh	Spn MK inh	others
Cn1c(SCC(=O)N2CCCCC2)nc2c([nH]c3ccccc32)c1=O	-4%	3%	9	-4%	6%	14%	7%	i	5
CC(C)(C)/C(O)=C(/C#N)c1nc2ccccc2[nH]1	.	.	16	-5%	7%	-2%	7%	i	5
COc1ccc(-c2ccc(SCC(=O)N3CCCC3)nn2)cc1OC	4%	1%	18	0%	-7%	0%	6%	i	0
COC(=O)c1ccc2c(=O)n(CCN3CCOCC3)c(=S)[nH]c2c1	-4%	0%	5	-3%	1%	5%	2%	i	3
O=C1CC(c2ccc3c(c2)OCO3)CN1 (stereo not drawn)	.	-17%	15	-2%	-4%	1%	16%	i	13
COc1ccc(N2CCN(C(=O)CSc3ccccc3N)CC2)cc1	9%	-2%	19	-7%	-10%	-6%	12%	i	3	Spn PMK inh pilot replicates=1.5;Spn MK inh pilot replicates=7.0;Spn DPM-DC inh pilot screen %=2.5
CCCN1Cc2cccc(C(=O)NCCCOC(C)C)c2C1=O	.	-1%	17	-1%	-2%	-12%	2%	i	6
Cc1ccc(N2C(=O)[C@@H]3C(c4ccc(F)cc4)=NO[C@@H]3C2=O)cc1	7%	1%	17	7%	-18%	-3%	5%	i	13
O=C1NC2(CCCCC2)Cc2ccccc21	5%	3%	0	2%	-2%	2%	12%	i	8
Cc1ccc(C2C=C(c3ccc4c(c3)OCO4)Nc3ncnn32)cc1 (stereo not drawn)	-2%	-6%	5	-3%	2%	-7%	7%	i	0
O=C(Nc1ccc2c(c1)OCO2)C(c1ccc(Cl)cc1)N1CCC2(CC1)OCCO2 (stereo not drawn)	.	5%	10	-9%	6%	4%	6%	i	0
CC(C)c1ccc(O)c(NC(=O)c2ncn[nH]2)c1	5%	14%	13	-4%	0%	-10%	-21%	i	0
CCOCCN1CCN(c2c3c(nc4cc(-c5ccc(F)cc5)nn24)CCC3)CC1	.	22%	15	-6%	-11%	3%	4%	i	5
COC(=O)Sc1nnc(-c2ccc(Br)cc2)o1	8%	-3%	16	0%	4%	-5%	0%	+	5
CCCC(=O)c1cn(CC(=O)OC)c2ccccc12	14%	4%	7	-7%	-6%	-4%	6%	i	0
CC(C)(C)c1ccc(NC(=O)NCc2ccco2)cc1	-4%	1%	11	14%	25%	22%	9%	i	9
